m5-HT2A agonist: mouse Htr2a agonists via beta-arrestin recruitment, primary screen, cell-based, luminescence; AID 624169, 2012; activation, % at 7.6 µM; actives 0.66% (n = 360,000); CHO-K1 mHTR2A beta-arrestin complementation; percent of 30 µM serotonin response; 5-hydroxytryptamine receptor 2A (Mus musculus), P35363;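 active = activation above a run cutoff, the mean activation of all tested compounds plus 3 SD, cut at about 14% in these data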;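 note: 0% = plate median of compound wells and 100% = 30 µM serotonin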
Target sequence (P35363 whole entry, looked up): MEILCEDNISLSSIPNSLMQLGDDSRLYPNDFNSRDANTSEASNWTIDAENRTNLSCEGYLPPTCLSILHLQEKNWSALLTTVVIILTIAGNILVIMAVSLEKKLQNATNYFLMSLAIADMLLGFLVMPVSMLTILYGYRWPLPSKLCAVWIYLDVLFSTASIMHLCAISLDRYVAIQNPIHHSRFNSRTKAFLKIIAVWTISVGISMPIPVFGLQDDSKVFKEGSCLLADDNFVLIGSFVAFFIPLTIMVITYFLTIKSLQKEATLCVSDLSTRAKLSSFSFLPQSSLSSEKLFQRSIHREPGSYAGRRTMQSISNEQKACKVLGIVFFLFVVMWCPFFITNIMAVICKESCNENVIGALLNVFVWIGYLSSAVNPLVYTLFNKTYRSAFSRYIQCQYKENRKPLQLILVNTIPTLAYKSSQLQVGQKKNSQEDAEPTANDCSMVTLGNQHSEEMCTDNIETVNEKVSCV
N-glyco inh: increase of ERlucT glycosylation luciferase signal, primary screen, N-linked glycosylation inhibitor project, D54 ERlucT cells, luminescence, set 2; reporter increase, % at 12.5 µM; AID 588692, 2011; actives 0.23% (n = 360,000); D54 ERlucT glycosylation luciferase reporter, 24 h; percent of 100 nM tunicamycin response;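 active = mean luciferase reporter signal, scaled so untreated is 0 and the glycosylation-blocking control 100, at or above a set limit in every replicate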;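 note: luciferase carries N-glycosylation sites so blocking glycosylation raises the light; 0% = median of neutral control wells and 100% = median of 100 nM tunicamycin wells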
H9c2 protect: cardioprotection against H2O2-induced cell death, primary screen, uHTS, H9c2 cells, ATPLite luminescence; H9c2 cardiomyocytes, H2O2 injury protection, 2 h; protection from H2O2 cell death, % at 20 µM; actives 0.63% (n = 360,000);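 active = compounds giving at least 50% protection of heart cells from peroxide-induced death in the single-dose screen, raw or plate-pattern-corrected value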;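 note: 0% = DMSO wells with peroxide and 100% = DMSO wells without peroxide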
Vif inh: HIV Vif self-association inhibitors, primary screen, imaging, HEK293T, single point; inhibition, % at 7.49 µM; actives 0.35% (n = 340,000); AID 602346, 2012; HEK293T cells, Vif self-association by quenched fluorescence, 24 h; in the data active = inhibition above about 50%, passing the limit was not always enough; note: some results filed as inactive read as strong as hits
aDG glyco act: activators of alpha-DG glycosylation, primary screen, uHTS, Pro5-aDG cells, AlphaScreen; alpha-DG glycosylation AlphaScreen (IIH6); 0% Pro5, 100% B10-LARGE cell signal; actives 0.22% (n = 360,000); activation, % at 10 µM;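 active = activation of at least 8% versus controls, or a plate z-score of at least 8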;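 note: Pro5 are CHO cells carrying HIG-tagged alpha-DG that lacks glycosylation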
PDI inh: inhibitors of human PDI, primary screen, biochemical, turbidity, single point, plate reader; Protein disulfide-isomerase (Homo sapiens), P07237; PDI insulin aggregation turbidity, A650, 90 min; inhibition, % at 10 µM; actives 0.052% (n = 350,000); AID 588391, 2011;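 active = mean inhibition across replicates of 30% or more, whatever share of single replicates reach that level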;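 note: absorbance from insulin aggregation driven by PDI reduction with DTT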
ABCB6 inh MLPCN: ABCB6 transporter inhibitors, primary screen, K562-ABCB6 cells, flow cytometry, MLPCN library; K562-ABCB6 porphyrin accumulation, 1 h; stronger effect = lower value; actives 0.19% (n = 360,000); AID 602162, 2011; fluorescence ratio to DMSO, % at 10 µM;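 active = fluorescence ratio to DMSO below 75%, the collection mean minus 3 SD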;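 note: signal is porphyrin accumulated inside mitochondria; 100% equals median channel fluorescence of DMSO control wells; lower ratio means ABCB6 inhibition with less porphyrin fluorescence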
MC4R antagonist: MC4R antagonists of cAMP signaling, primary screen, cell-based, TR-FRET, antagonist arm of biased-ligand search | Melanocortin receptor 4 (Homo sapiens), P32245 | MC4R-expressing cells, MTII-stimulated cAMP, LANCE TR-FRET | inhibition, % at 6.5 µM | actives 0.48% (n = 360,000) | AID 540295, 2011;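 active = inhibition above its plate's cutoff, the mean of tested wells on that plate plus 3 SD, cut at about 29% in these data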;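 note: 0% = Melanotan II alone and 100% = Melanotan II plus saturating MCL0020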
Target sequence (P32245 whole entry, looked up): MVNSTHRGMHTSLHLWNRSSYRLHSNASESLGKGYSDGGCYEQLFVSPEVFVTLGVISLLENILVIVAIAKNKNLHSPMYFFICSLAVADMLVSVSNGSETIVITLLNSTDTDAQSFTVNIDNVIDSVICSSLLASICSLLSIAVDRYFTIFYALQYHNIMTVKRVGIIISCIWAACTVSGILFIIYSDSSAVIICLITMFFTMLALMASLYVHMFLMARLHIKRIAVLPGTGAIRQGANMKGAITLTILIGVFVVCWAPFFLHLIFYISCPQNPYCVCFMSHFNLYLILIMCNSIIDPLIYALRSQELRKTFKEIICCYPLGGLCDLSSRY
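System – human MC4R-expressing U2OS cells · Also added – Melanotan II · Dosing – one concentration, 6.5 µM nominal · Timing – 30-min compound, 1-h challenge, 1-h detection, room temperature · Measured by – Eu-cAMP/anti-cAMP TR-FRET, emission 671 nm · Replicates – singlicate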
MC4R barr agon: MC4R agonists recruiting beta-arrestin, primary screen, cell-based, luminescence, agonist arm of biased-ligand search; U2OS MC4R beta-arrestin complementation; percent of melanotan II response, DMSO zero; activation, % at 8.9 µM; actives 0.98% (n = 360,000);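 active = activation above a per-plate cutoff, the mean activation of sample wells on that plate plus 3 SD, cut at about 8% in these data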
CaV13 ICDI inh: Disruptors of the CACNA1D IQ motif to Ca2+-dependent inactivation inhibitor domain association, primary screening, Förster resonance energy transfer in intact living …. AID 743397. actives 0.098% (n = 340,000). inhibition, % at 12.3 µM. HEK cells, CFP/YFP FRET ICDI-IQ, plate reader, 10 min; percent FRET-ratio fall versus neutral wells;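 active = mean replicate inhibition of at least 30% and at least 1% of replicates passing that level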;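 note: 0% = median of the neutral control wells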
An asterisk follows results filed as active; . = no result given; & = joins results of further samples.

SMILES | m5-HT2A agonist | N-glyco inh | H9c2 protect | Vif inh | aDG glyco act | PDI inh | ABCB6 inh MLPCN | MC4R antagonist | MC4R barr agon | CaV13 ICDI inh
COC(=O)CCCn1cc(CN2CC(N3CCN(Cc4ccccc4F)CC3)CS2(=O)=O)nn1 (stereo not drawn) | -3 | . | . | . | 0.0 | . | 96 | . | . | -2
CCn1cc(C(=O)O)c(=O)c2cc(OC)ccc21 | -2 | 0 | -6 | 3 | 0.1 | 17 | 91 | 5 | -0.8 | -4
Cn1nnc2cc(C(=O)NCc3ccco3)ccc21 | 0 | 2 | -3 | 8 | -0.2 | -4 | 90 | -2 | -1.4 | 0
Cc1onc(-c2c(Cl)cccc2Cl)c1C(=O)N1CCc2ccccc2C1 | -2 | -2 | 5 | 6 | -0.2 | -3 | 103 | 12 | -1.2 | -5
COCN(C#N)c1nc(OC)nc(OC)n1 | -1 | 3 | -2 | -6 | -0.1 | 11 | 100 | -2 | -1.9 | -10
Cc1nonc1NC(=O)CSc1nc2ccccc2o1 | 3 | 1 | 4 | -31 | 0.0 | 4 | 95 | 4 | -1.6 | -3
O=C(Nc1ccc(Cl)cc1)[C@@H]1[C@@H]2C(=O)N(c3cccc(F)c3)C(=O)[C@@H]2[C@H]2C=CC=NN21 | -3 | 4 | 2 | -5 | -0.2 | -3 | 105 | 13 | -2.6 | -6
COCCN1Cc2cccc(C(=O)Nc3cccc(-c4nc5ccccc5[nH]4)c3)c2C1=O | 2 | 19 | 54* | -3 | 1.9 | -2 | 100 | 7 | 3.5 | -2
CCOc1ccccc1/C=C(\C#N)C(=O)Nc1cccc(C(=O)O)c1 | 0 | 0 | 5 | -6 | -0.1 | 1 | 99 | 38* | -0.5 | -4
COc1cccc(-c2nn(-c3ccccc3)cc2C(=O)Nc2nccs2)c1 | -5 | 0 | 63* | -16 | -0.4 | 3 | 92 | 2 | 0.8 | .
Cc1cccc(C(=O)NNC(=O)C2CCCO2)c1 (stereo not drawn) | -3 | . | 13 | . | -0.1 | 14 | 85 | 0 | -1.1 | -5
CCCN(CCC)CC(O)CN(c1cc([N+](=O)[O-])ccc1OC)S(=O)(=O)c1ccccc1 (stereo not drawn) | -9 | -2 | -1 | -8 | -0.2 | 4 | 94 | -2 | 0.1 | .
O=C(c1ccco1)N1CCN(S(=O)(=O)c2cccc(Cl)c2)CC1 | 7 | 0 | 0 | -5 | -0.1 | 11 | 102 | -7 | -0.3 | -5
CCOC(=O)CN1C(=O)N[C@@H](c2cccc(F)c2)C(C(=O)OC)=C1C | -7 | 1 | -2 | 0 | 0.3 | 4 | 100 | 2 | 0.0 | -10
CC(Sc1nnc(CN2CCCC2)n1Cc1ccccc1)C(=O)Nc1ccc(F)cc1Cl (stereo not drawn) | -8 | -6 | -2 | 8 | -0.1 | 3 | 92 | 7 | -3.3 | -5
COc1ccc(S(=O)(=O)N2CCOCC2)cc1NC(=O)CSc1nc(C)c(C)c(C)n1 | -9 | -2 | 2 | -8 | 0.7 | -6 | 96 | -1 | -1.5 | -5
COCCOc1ccc(C(F)(F)F)cc1N | 10 | 2 | 9 | 3 | 0.1 | -5 | 98 | 8 | -6.1 | -7
O=C(CCSc1ccc(Cl)cc1)NC1CCCCC1 | 1 | -1 | 7 | 5 | -0.1 | -4 | 97 | 1 | 1.1 | -8
Cc1ccc(C)c(N2N=C(C(=O)OCc3nnc(-c4cccs4)o3)CCC2=O)c1 | 5 | 0 | 3 | 1 | 0.6 | -5 | 99 | 10 | -0.9 | -3
CN(CC(=O)Nc1cccc(F)c1)CC(=O)N(C)c1c(N)n(Cc2ccccc2)c(=O)[nH]c1=O | 6 | 2 | 9 | -14 | -0.2 | -7 | 97 | -1 | -1.4 | -2
CCOc1ccccc1NC(=O)C(=O)NCCC1=CCCCC1 | -2 | 2 | -3 | 1 | 0.0 | -1 | 96 | 5 | 1.0 | -2
COc1cc(/C=N/NC(=O)c2nnn(-c3nonc3N)c2-c2cccs2)ccc1O | -2 | 0 | 8 | -3 | -0.2 | -5 | 90 | 0 | -2.1 | -3
COc1ccc(-n2cnnc2SCc2cnc(-c3ccccc3)s2)cc1 | 2 | 0 | 2 | 5 | 0.1 | 7 | 93 | 6 | -2.1 | -5
CCNc1nc(NCC)nc(N/N=C/c2ccc(O)c(O)c2)n1 | -1 | 2 | 15 | 9 | -0.1 | -6 | 94 | 0 | -1.6 | 2
COC(=O)c1ccc(NS(=O)(=O)c2cc(C)ccc2OC)cc1 | -8 | 1 | -6 | 22 | 0.4 | -8 | . | 6 | -1.6 | .
S=c1nc(-c2ccccc2Cl)[nH][nH]1 | 2 | 2 | -1 | -8 | -0.1 | -12 | 97 | 5 | 0.1 | 4
COc1cc2c(cc1OC)CN(c1ccc([N+](=O)[O-])cc1Cl)CC2 | -3 | -3 | 4 | -1 | 0.3 | 1 | 98 | 18 | -2.5 | -16
Cc1ccc(C(=O)NCCc2cccc(Cl)c2)cc1[N+](=O)[O-] | -7 | 2 | -8 | 10 | 0.7 | 5 | 104 | 14 | -1.5 | -14
CC(=O)NCCCc1nc2ccccc2n1Cc1cc(C)ccc1C | 2 | 1 | 0 | 4 | -0.2 | 11 | 96 | 5 | -0.1 | -9
O[C@@H]1CN(CC2CCCCC2)[C@@H](c2ccc(Cl)cc2)C[C@H]1n1cc(C2CC2)nn1 | -1 | -7 | -8 | 2 | 0.2 | -2 | 99 | 11 | -0.6 | -2
CC(C)Oc1ccc(C2CNC(=O)C2)cc1 (stereo not drawn) | 10 | 2 | -8 | 12 | 0.1 | 4 | 94 | -2 | 0.1 | -7
CCCNC(=O)c1ccc(N2CCC3(CC2)CC(c2ccccc2)=NO3)c(NC(=O)c2cccc(OC)c2)c1 | 3 | -8 | 35 | -11 | -0.2 | 0 | 90 | 13 | 0.9 | -2
COCCN(CCOC)Cc1cc(=O)oc2cc(OC)c(Cl)cc12 | 7 | 6 | 2 | . | 1.1 | . | 102 | . | . | -5
Cc1cccc(N2CCN(S(=O)(=O)c3c(C)nc4scc(C)n4c3=O)CC2C)c1 (stereo not drawn) | -2 | -1 | -4 | -6 | 0.8 | -35 | 93 | 0 | 0.1 | -3
COc1ccc(C(=O)Cn2cc([N+](=O)[O-])nc2C)cc1 | 0 | 1 | 2 | -1 | 0.2 | -4 | 94 | 17 | -0.6 | -3
FC(F)(F)c1ccc(-c2cccc3c2C2CC3CCN2)cc1 (stereo not drawn) | 1 | -2 | -10 | -2 | 0.3 | 10 | 97 | 5 | -0.2 | -7
CCN1C(=O)/C(=C/c2ccc(C)o2)N(C)C1=S | -2 | -1 | -9 | . | -0.2 | 6 | 101 | -11 | -0.5 | -17
O=C(Cn1c(=O)sc2ccccc21)OC(CCl)CCl | 0 | 1 | 30 | . | -0.1 | 1 | 100 | 7 | -1.2 | -4
N#CN=C(N)c1ccccc1 | 2 | 3 | 7 | 8 | 0.0 | 8 | 99 | 10 | -0.5 | -5
Cc1ccc(C(C)C)cc1S(=O)(=O)NCc1cccnc1 | -1 | 1 | -4 | 0 | -0.1 | 5 | 103 | 7 | -1.1 | -8

Some values from the entries so far:
Reading for COc1ccc(-n2cnnc2SCc2cnc(-c3ccccc3)s2)cc1 in m5-HT2A agonist: 2
Reading for COc1cc2c(cc1OC)CN(c1ccc([N+](=O)[O-])cc1Cl)CC2 in m5-HT2A agonist: -3

Continued:
SMILES | m5-HT2A agonist | N-glyco inh | H9c2 protect | Vif inh | aDG glyco act | PDI inh | ABCB6 inh MLPCN | MC4R antagonist | MC4R barr agon | CaV13 ICDI inh
O=C(NN(c1ccccc1)c1ccccc1)c1ccccc1F | -3 | 2 | 6 | 8 | 0.1 | 4 | 97 | -11 | -1.6 | -2
Cc1cccc(NC(=S)NCc2ccco2)c1C | 0 | 0 | -2 | -4 | -0.4 | 5 | 101 | 8 | -3.2 | -3
NC(=O)CSC1=Nc2ccccc2C2=NC(CC(=O)NCc3cccs3)C(=O)N12 (stereo not drawn) | -4 | -1 | 3 | 10 | -0.2 | -5 | 102 | 0 | -2.1 | -4
O=C(NC1(C(=O)NC2CCCCC2)CCCCC1)c1ccccn1 | 9 | 1 | 0 | -4 | 0.8 | 3 | 100 | -2 | -1.3 | -5
COc1ccc2c(CC(=O)Nc3ccc4nc(N5CCOCC5)sc4c3)coc2c1 | 4 | 3 | -3 | . | -0.1 | -10 | 99 | 17 | 4.4 | -12
COc1ccc(-c2nn(C)c(=O)c3ccccc23)cc1CNS(C)(=O)=O | -1 | 6 | 8 | -24 | -0.2 | -1 | 98 | 0 | 1.0 | -5
Cc1ccc(S(=O)(=O)NCCN2CCN(S(=O)(=O)c3ccccc3Cl)CC2)cc1 | -7 | -2 | -4 | -2 | -0.2 | 11 | 87 | 8 | -4.1 | -4
CCCCn1c(N)c(N(Cc2ccccc2OC)C(=O)C(C)Oc2ccc(Cl)cc2)c(=O)[nH]c1=O (stereo not drawn) | 7 | 2 | 0 | -6 | -0.3 | -5 | 96 | 10 | -2.3 | -11
COc1ccc([C@H]2C[C@@H](O)[C@H](n3cc(-c4ccc(F)cc4)nn3)CN2C(=O)C2CCCCC2)cc1 | 1 | 2 | -6 | -5 | 1.0 | 0 | 102 | 0 | 1.3 | -7
COc1ccccc1NC(=O)Cn1nnc(-c2ccccc2NC(=O)c2cccs2)n1 | 3 | -4 | 28 | -1 | 0.1 | -9 | 90 | -7 | 2.5 | .
COc1ccc(-c2nc3c(=O)n(C)c(=O)[nH]c3n2CCc2ccccc2)cc1 | 3 | 2 | 2 | -2&13 | -0.2 | 14 | 91 | 2 | 2.1 | .
COC(c1ccccc1)c1nnc(CCC(=O)NC2C3CC4CC(C3)CC2C4)o1 (stereo not drawn) | -3 | 2 | -4 | 4 | -0.4 | 0 | 105 | 19 | -1.3 | 6
CCOc1ccc(S(=O)(=O)Nc2ccn(C)n2)cc1 | 1 | 2 | 6 | 15 | 0.0 | 12 | 95 | -2 | -1.1 | -6
CCCCN(C(=O)CC1CCCC1)c1c(N)n(CC(C)C)c(=O)[nH]c1=O | 7 | 1 | 3 | 16 | -0.1 | -1 | 96 | 0 | -0.9 | -4
c1ccc(-n2c(Sc3cnccn3)nnc2-c2cccs2)cc1 | -2 | -4 | 0 | 3 | -0.2 | -4 | 98 | 3 | 0.5 | -5

From PubChem
